ALDH1A1 inh: blocks purified human ALDH1A1 activity | P00352 | Purified ALDH1A1, NADH fluorescence, propionaldehyde substrate | Potency, µM (series often up to 75.3 µM), for the others: at the top dose activity, negative = inhibition, actives largely listed as inhibitors | 220,000 compounds, 7.3% hits; active = well fitted inhibition curve with a large enough effect, not every such curve was filed as active; inconclusive = small, poorly fitted or top-dose-only effect, or another doubt; inactive = no such curve, though single readings can be large or run the other way;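 also: plate controls were no enzyme wells and a reference inhibitor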
Target sequence (P00352 whole entry, looked up): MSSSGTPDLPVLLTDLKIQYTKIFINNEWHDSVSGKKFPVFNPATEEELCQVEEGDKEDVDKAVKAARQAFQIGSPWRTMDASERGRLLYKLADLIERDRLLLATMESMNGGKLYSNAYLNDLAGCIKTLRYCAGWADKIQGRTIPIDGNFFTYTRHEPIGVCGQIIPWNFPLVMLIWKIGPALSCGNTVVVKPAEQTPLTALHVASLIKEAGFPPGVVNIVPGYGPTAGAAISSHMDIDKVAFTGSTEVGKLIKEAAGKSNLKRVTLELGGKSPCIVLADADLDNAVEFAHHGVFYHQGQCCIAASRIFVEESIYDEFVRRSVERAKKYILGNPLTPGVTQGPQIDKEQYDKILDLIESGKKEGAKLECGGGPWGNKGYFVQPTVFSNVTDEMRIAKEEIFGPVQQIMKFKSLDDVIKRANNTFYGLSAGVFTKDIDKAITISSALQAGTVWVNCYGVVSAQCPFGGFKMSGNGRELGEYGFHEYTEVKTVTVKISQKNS
HTT aggregate: mutant huntingtin aggregation inhibition; Potency, µM (series often up to 46.1 µM), for the others: at the highest dose activity change, negative = inhibition, hits mostly inhibitors; AID 1688; PC12 HttQ103-GFP aggregates, Acumen cytometry, 40 h; 220,000 compounds, 1.1% hits; also: % is scaled to controls: 0 for no effect and ±100 for the full control effect; nearly all actives have a fitted effect of over 60% in size
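Quantitative HTS on tebufenozide-induced (100 nM) PC12 cells stably expressing polyQ103 Huntingtin exon 1–GFP. Reduction of bright GFP aggregates, detected by laser scanning cytometry after lysis, identified actives across the titration.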
Tau fibril ThT: tau fibrillization inhibition (ThT binding) | AID 1460 | recombinant tau K18 P301L, heparin-induced fibrillization, ThT fluorescence | Potency, µM (titrated, usually from 57.4 µM), for the others: top-dose activity, negative = inhibition, most hits filed as inhibitors | 270,000 compounds, 2.1% hits | P10636; also: % is scaled to controls: 0 for no effect and ±100 for the full control effect; nearly all actives have a fitted effect of over 55% in size
Target sequence (P10636 561-689 P618L limits assumed): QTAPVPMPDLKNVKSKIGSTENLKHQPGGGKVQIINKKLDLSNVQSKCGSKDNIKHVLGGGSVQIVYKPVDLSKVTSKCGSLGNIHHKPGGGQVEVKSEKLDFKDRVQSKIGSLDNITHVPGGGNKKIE
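Aggregation was driven by heparin (20 uM final) acting on recombinant tau […] bearing P301L in 100 mM sodium acetate pH 7; fibrils were detected with Thioflavin T.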
SMN2 splice enh: increases expression of the SMN2 splice variant; HEK293 SMN2-luciferase splicing reporter, luminescence, 30-36 h; Potency, µM (highest dose often 46.1 µM), for inactives: at the highest dose activity change, positive = activation, usual class: activators; 210,000 compounds, 2.8% hits; also: % of control where 0% means no effect; nearly all actives have a fitted effect of over 55% in size
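qHTS luciferase splicing reporter: luminescence rises when SMN2 exon 7 is included in transfected HEK293 cells. Compound exposure lasted 30-36 h at 37C, with 4.5 mM final sodium butyrate as control, followed by a ONE-Glo read.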
HTT cytoprotect: Huntington cell model cytoprotection by ATP luminescence; PC12 HTT-Q103 induced, cytoprotection, ATP luminescence, 40 h; Potency, µM (series often up to 56.4 µM), without a hit: cytoprotection (ATP increase), usual class: activators; 230,000 compounds, 0.14% hits; AID 1471;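 also: % of control where 0% means no effect; nearly all actives have a fitted effect of over 45% in size; toxic huntingtin expression switched on by the ecdysone agonist tebufenozide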
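PC12 cells with ecdysone-inducible HTT exon 1 Q103-GFP, induced with 100 nM tebufenozide and co-treated with library compounds in a dose series (1536-well, 1500 cells/well). Cytoprotection read as ATP content by ATPlite luminescence.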
Tau fibril FP: blocks human tau fibril formation measured by polarization | AID 1468 | K18 P301L tau heparin fibrillization, Alexa594 FP, 6 h | P10636 | Potency, µM (top dose mostly 57.7 µM), for the others: at the top dose activity, negative = inhibition, actives largely listed as inhibitors | 280,000 compounds, 0.39% hits; also: % is scaled to controls: 0 for no effect and ±100 for the full control effect; nearly all actives have a fitted effect of over 55% in size
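Heparin (20 uM) drove fibril formation of recombinant tau K18 P301L, 15 uM unlabeled with 0.24 uM Alexa 594 label, for 6 hr at 37 C in 100 mM sodium acetate pH 7. Fluorescence polarization (555/632 nm) read 1 hr after 30 uM ThT.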
JMJD2E inh: inhibitors of human JMJD2E histone demethylase. B2RXH2. 230,000 compounds, 1.6% hits. JMJD2E catalytic domain, FDH-coupled NADH fluorescence (FDH is formaldehyde dehydrogenase). Potency, µM (series often up to 57.1 µM), without a hit: at the highest dose activity change, negative = inhibition, hits mostly inhibitors; active = well fitted inhibition curve with a large enough effect, not every such curve was filed as active; inconclusive = small, poorly fitted or top-dose-only effect, or another doubt; inactive = no such curve, though single readings can be large or run the other way;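 also: 0% = wells with enzyme and -100% = buffer wells without enzyme; nearly all actives have a fitted effect of over 50% in size; many of its hits are not listed in these tables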
Target sequence (B2RXH2 1-337 limits assumed): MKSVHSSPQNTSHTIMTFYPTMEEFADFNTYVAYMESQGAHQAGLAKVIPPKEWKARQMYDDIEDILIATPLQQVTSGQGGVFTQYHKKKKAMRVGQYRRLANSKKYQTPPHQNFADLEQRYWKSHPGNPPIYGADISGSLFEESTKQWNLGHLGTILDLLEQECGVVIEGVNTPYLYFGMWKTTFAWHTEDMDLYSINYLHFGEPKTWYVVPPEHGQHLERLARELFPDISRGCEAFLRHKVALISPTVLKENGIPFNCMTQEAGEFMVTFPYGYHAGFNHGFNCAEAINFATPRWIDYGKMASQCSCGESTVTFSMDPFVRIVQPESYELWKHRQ
Tau fluor counter: counter-screen for tau fibril formation inhibitors; tau K18 P301L (four-repeat tau fragment) Alexa594 fluorescence, heparin fibrillization; Potency, µM (doses to about 57.7 µM), for the others: at the highest dose activity change, negative = decrease; 280,000 compounds, 0.93% hits; also: % is scaled to controls: 0 for no effect and ±100 for the full control effect; nearly all actives have a fitted effect of over 55% in size
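Human K18 P301L tau (15 uM unlabeled plus 0.24 uM Alexa 594-labeled, final) in 100 mM sodium acetate pH 7 was mixed with compound and 20 uM heparin and incubated 6 hr at 37 C.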
Starred values were filed as active, the others as inactive; ? = inconclusive; . = no result given; [ ] = dose if it differs, or a comment. Unless noted, calls follow the shape of the dose curve; as a rule, active = well fitted curve in the direction sought with a large enough effect; inconclusive = small, poorly fitted or top-dose-only effect, or another doubt; inactive = no such curve, though single readings can be large; an effect the other way counts as inactive or inconclusive. Potency is read from the fitted curve at half-maximal effect.

no.	compound	ALDH1A1 inh	HTT aggregate	Tau fibril ThT	SMN2 splice enh	HTT cytoprotect	Tau fibril FP	JMJD2E inh	Tau fluor counter
1	COc1ccc(S(=O)(=O)N2CCN(c3ccccc3OC)CC2)cc1OC	6%	-30%	0%	0%	-16%	6%	-2%	-7%
2	O=C(NC(=S)NCCC1=CCCCC1)c1ccco1	?	2%	-7%	13%	-24%	-2%	-17%	-12%
3	COC(=O)c1ccc(NC(=O)C2CCCN(S(C)(=O)=O)C2)cc1 (stereo not given)	1%	9%	-3%	1%	13%	9%	-2%	3%
4	C/C(O)=C\c1nc(=O)c2c(C)cc(C)nc2n1-c1ccccc1	3%	6%	-4%	.	3%	6%	-8%	-2%
5	CN(C)c1nc(Cl)nc(NCCOc2ccccc2)n1	7%	14%	-5%	-29%	.	-6%	4%	-5%
6	CC(NC(=O)c1cc(COc2c(F)cccc2F)on1)c1cnn(-c2ccccc2)c1 (stereo not given)	-5%	12%[9.22 µM]	-8%	.	23%[10 µM]	-1%	-10%	-27%
7	O=C(NCc1ccco1)c1ccc2c(c1)N(Cc1ccc(Cl)cc1)C(=O)c1ccccc1S2(=O)=O	.	.	-1%	2%	.	?	.	-30%
8	O=c1cc(CNC2CCCCC2)c2ccccc2[nH]1	?	-7%	-4%	5%	-8%[10 µM]	1%	-5%	2%
9	O=S(=O)(c1ccc(Cl)cc1)N1CCC(O)(CN2CCN(Cc3ccccc3)CC2)CC1	-4%	-10%	-3%	-15%	-17%	1%	5%	-6%
10	O=C(c1cccs1)N1CCN(Cc2nc3ccccc3c(=O)[nH]2)CC1	?	-1%	-6%	-5%	4%	1%	-2%	6%
11	O=c1c2ccccc2cnn1Cc1n[nH]c(=S)n1-c1ccc(F)c(Cl)c1	?	9%	-6%	-7%	.	-4%	-12%	-8%
12	CC(C)CNC(=O)c1ccccc1NC(=O)c1ccc(CN2CCOCC2)cc1	8%	16%	-6%	-2%	10%[10 µM]	?	-12%	-9%
13	C/C(CC(O)(/C=N/O)c1ccccc1)=N\O (stereo not given)	6%	4%	4%	8%	-7%[10 µM]	0%	-1%	1%
14	NC(=O)C1(N2CCCCC2)CCN(C(=O)CSc2nc3ccccc3[nH]2)CC1	?	-3%	-1%	-6%	10%[10 µM]	6%	8%	-3%
15	COC12NC(=O)N(C)C1(OC)C(=O)N(C)C(=O)N2C (stereo not given)	0%	8%	5%	12%	.	3%	1%	4%
16	Cc1sc2nc(SCC(=O)NCCO)n(C)c(=O)c2c1C	9%	23%	-12%	7%	-2%	-2%	-3%	-6%
17	CC(C)CC(=O)Nc1ccc2oc(-c3cccnc3)nc2c1	?	7%	-1%	?	-50%[inhibitor][10 µM]	1%	?	-1%
18	Oc1ccccc1N=Nc1nc(-c2ccccc2)c(-c2ccccc2)[nH]1	-5%	?	4.5µM*	-120%[inhibitor]	-56%[inhibitor][10 µM]	-5%	-27%	11µM*[quencher]
19	Cn1c(=O)c(=O)n(C)c2cc(S(=O)(=O)NCc3ccc(Cl)cc3)ccc21	?	7%	6%	-24%	-47%[inhibitor]	5%	.	4%
20	CCCCNC(=O)N1CCN(c2ccccc2OCC)CC1	10%	0%[9.22 µM]	9%	.	-24%[10 µM]	-10%	-3%	-6%
21	CCOC(=O)c1ccccc1NC(=O)CSc1nc2cn(CC)nc2c(=O)n1Cc1ccc(Cl)cc1	.	.	1%	10%	.	0%	.	-10%
22	CSc1nn(Cc2cccc(F)c2)c(N(C(C)=O)C(C)=O)c1S(=O)(=O)c1ccccc1	.	.	?	-14%	.	?	.	-8%
23	Cc1nn(-c2ccccc2)c(C)c1/C=N\NS(=O)(=O)c1ccc(Cl)cc1	?	3%	-21%	2%	9%	?	-2%	?
24	NC(=O)CSc1c[nH]c2ccccc12	7%	-10%	-9%	15%	15%[10 µM]	1%	0%	-5%
25	Cc1cccc(N2CN(Cc3cccnc3)CNC2=S)c1C	-12%	4%	-2%	0%	7%[10 µM]	7%	0%	2%

Next part.
no.	compound	ALDH1A1 inh	HTT aggregate	Tau fibril ThT	SMN2 splice enh	HTT cytoprotect	Tau fibril FP	JMJD2E inh	Tau fluor counter
26	COc1ccc(C(CC(=O)O)NC(=O)OC(C)(C)C)cc1 (stereo not given)	6%	0%	1%	6%	5%[10 µM]	1%	-7%	2%
27	COc1ccccc1CNC(=O)C(NS(=O)(=O)c1ccc2c(c1)oc(=O)n2C)C(C)C (stereo not given)	6%	-1%	-3%	3%	-11%	-3%	-1%	-9%
28	CC(C)(C)CN1C(=O)C(=O)NC[C@H]1Cc1cccc2ccccc12	.	-8%[9.22 µM]	-1%	.	28%[10 µM]	1%	-2%	2%
29	CCN(Cc1ccccc1)C(=O)Cn1c(C(C)O)nc2ccccc21 (stereo not given)	-2%	-5%	-2%	1%	5%[10 µM]	2%	2%	2%
30	COc1cc2c(cc1OC)-c1c(oc3cc(O)cc(O)c3c1=O)CO2	-4%	.	?	-33%[inhibitor]	-73%[inhibitor]	-16%	?	?
31	COc1ccccc1NC(=O)CSc1nccc(=O)[nH]1	5%	-12%	-9%	20%	27%	-2%	10%	-1%
32	Fc1ccc(C2c3cccn3CCN2C(=S)Nc2cccc(Br)c2)cc1 (stereo not given)	-3%	?	?	-35%[inhibitor]	-20%	?	-20%	?
33	CC1=C(C(=O)Nc2ccc(C)cc2)C(c2ccc(C)o2)C2=C(CC(C)(C)CC2=O)N1 (stereo not given)	?	5%	-4%	1%	43%[10 µM]	2%	?	-1%
34	Cc1ccc(C)c(NC2=CC(=O)CC(C)(C)C2)c1C#N	13µM*	11%	3%	0%	8%	1%	-16%	-3%
35	Cc1cc(C)n(-c2cccc(Cl)c2C#N)n1	.	-11%[9.22 µM]	.	.	11%[10 µM]	3%	?	-7%
36	O=C(NCc1ccco1)C1CCN(S(=O)(=O)c2ccc(-n3cnnn3)cc2)CC1	2%	11%	-2%	7%	-7%	-4%	-3%	-5%
37	Cc1ccc(Nc2nc(N)nc(CCl)n2)c(C)c1	.	?	-20%	.	-22%[10 µM]	0%	8%	-6%
38	CCCc1nc(SCC(=O)N2CCC(Cc3ccccc3)CC2)c2c(=O)n(C)c(=O)n(C)c2n1	18µM*	25µM*	?	-29%	-26%	-3%	0%	-13%
39	Cc1ccccc1NC(=O)C12CC3CCC1(C)C3(C)CO2 (stereo not given)	-3%	-6%	-4%	10%	-32%[inhibitor]	2%	1%	-3%
40	Cc1cscc1NC(=O)/C=C/C(=O)O	.	-13%[9.22 µM]	?	.	5%[10 µM]	-3%	-4%	-10%
41	Cc1nc(N2CCOCC2)c2cc(-c3ccccc3)sc2n1	?	3%	-20%	-5%	-1%[10 µM]	-8%	?	-14%
42	CCCc1nnc(NC(=O)CC(=O)Nc2ccccc2C(=O)O)s1	3%	15%	-1%	-11%	1%	0%	?	0%
43	CCOC(=O)c1cn2nc(Oc3ccc(NC(C)=O)cc3)ccc2n1	.	-19%[9.22 µM]	-6%	.	13%[10 µM]	7%	2%	-6%
44	C#CCn1c(C2CC(=O)N(c3ccc(OCC)cc3)C2)nc2ccccc21 (stereo not given)	.	.	-17%	28%	.	5%	.	-13%
45	CCCN1CCOC(CC(=O)Nc2ccc([N+](=O)[O-])cc2)C1=O (stereo not given)	8.9µM*	-9%	?	0%	14%	8%	-2%	-29%
46	Cc1cccc(/C=N/NC(=O)c2cc3c(s2)-c2ccccc2CC3)c1	?	.	?	23%	-18%[10 µM]	?	?	?
47	Cn1c(C(=O)OC(C(=O)NC2CCCC2)c2ccncc2)cc2sccc21 (stereo not given)	-1%	16%	1%	4%	-4%	-1%	-2%	-6%
48	COc1ccc2c(c1)N(C(=O)CSc1n[nH]c(C)n1)C(C)(C)C=C2C	8%	12%	6%	27%	-5%[0.074 µM]	3%	-1%	7%
49	CCOC(=O)c1c(C2COc3ccccc3O2)csc1NC(=O)c1ccco1 (stereo not given)	?	17%	?	-31%[inhibitor]	-20%[0.074 µM]	?	?	-19%
50	CCC(C)[C@H](N)c1cn([C@@H](CCCCN)C(=O)N2CCNCC2)nn1 (stereo not given in full)	1%	-4%[9.22 µM]	0%	.	11%[10 µM]	-2%	2%	8%

(listing goes on)
no.	compound	ALDH1A1 inh	HTT aggregate	Tau fibril ThT	SMN2 splice enh	HTT cytoprotect	Tau fibril FP	JMJD2E inh	Tau fluor counter
51	COc1ccc(CNc2nc3c(c(C(F)(F)F)n2)CCCCC3)cc1	?	-1%	-5%	?	4%	-3%	?	-16%
52	CCn1c(=O)c2cc(C(=O)Nc3ccc(OC)cc3OC)sc2c2ccccc21	.	-29%[9.22 µM]	.	.	-11%[10 µM]	-2%	7%	9%
53	O=C1CC(c2cccs2)CC(O)=C1C=NCCN1CCNCC1 (stereo not given)	?	-10%	-14%	-27%	15%	-8%	2%	-1%
54	CCOc1cc(/C=N/N=C2/NC(=O)C(CC(=O)O)S2)ccc1OCc1ccccc1Cl (stereo not given)	1%	-7%	?	25%	0%	0%	-5%	-6%
55	CCCCCCCC1=CC2=CC(=O)C(C)(OC(C)=O)C(=O)C2=CN1CCc1ccccc1 (stereo not given)	-4%	-10%	?	-41%[inhibitor]	-22%[10 µM]	3%[11.6 µM]	-11%	-15%[11.6 µM]
56	CN1CCN(c2ccc(C(=O)c3ccccc3)cc2[N+](=O)[O-])CC1	0%	-5%	-1%	-16%	13%[10 µM]	-2%	3%	3%

Two of these compounds in a different format.
(55) CCCCCCCC1=CC2=CC(=O)C(C)(OC(C)=O)C(=O)C2=CN1CCc1ccccc1 (stereo not given)
  ALDH1A1 inh: -4% | HTT aggregate: -10% | Tau fibril ThT: ? | SMN2 splice enh: -41%[inhibitor] | HTT cytoprotect: -22%[10 µM] | Tau fibril FP: 3%[11.6 µM] | JMJD2E inh: -11% | Tau fluor counter: -15%[11.6 µM]

(56) CN1CCN(c2ccc(C(=O)c3ccccc3)cc2[N+](=O)[O-])CC1
  ALDH1A1 inh: 0% | HTT aggregate: -5% | Tau fibril ThT: -1% | SMN2 splice enh: -16% | HTT cytoprotect: 13%[10 µM] | Tau fibril FP: -2% | JMJD2E inh: 3% | Tau fluor counter: 3%

High-throughput results: PubChem, National Center for Advancing Translational Sciences (NCATS)

Not all compounds are listed; the hit share may differ from the screen's.
